Dynein transport: blocks dynein driven cargo transport along microtubules. 3617.4 mouse cells, GR-EGFP nuclear translocation imaging; test concentration mostly 20 µM; stimulated with dexamethasone, 1 µM; stronger effect = lower value. z-score, hits read low. 220,000 compounds, 0.47% hits. AID 1381;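 active means plate z-score of nuclear minus cytoplasmic receptor signal below a set negative limit, without overly bright fluorescence or cell loss, cut at about -3.5 in these data, passing the limit was not always enough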;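 further: z-score of nuclear minus cytoplasmic ring GR-EGFP intensity difference per well; some compounds called inactive have numbers as strong as hits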
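Buffer or medium: tet-free, stripped-serum medium; reagent: dexamethasone at 1.0 µM final, 30 min; incubation: 48 h induction, 1 h compound, 30 min dex at 37 °C; measured by: formaldehyde fixation, Hoechst nuclear stain, 10x automated fluorescence imaging; read-out: nuclear-to-cytoplasmic GR-EGFP distribution per well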
PMI inhibitors: inhibitors of human PMI, primary screen, biochemical, fluorescence intensity, coupled assay (AID 1209). purified PMI enzyme, coupled fluorescence intensity; higher % means a stronger effect. one-dose inhibition, % at 20 µM; IC50 in µM for titrated hits. 190,000 compounds, 0.42% hits;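 further: plate controls were DMSO vehicle for no effect and wells lacking substrate for full effect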
AID2073: inhibitors of Mint1-CaV2.2 protein interaction, biochemical, HTRF (AID 2073); HTRF protein-protein interaction, Mint1-CaV2.2; higher % means a stronger effect; one-dose inhibition, % at 20 µM; IC50 in µM for titrated hits; 290,000 compounds, 0.19% hits; in the data active means inhibition mostly above about 51%, no sharp cut-off; further: some results filed as inactive read as strong as hits
SIAH1 antagonists: Siah-1 peptide-binding antagonists, primary screen, biochemical, fluorescence polarization, rhodamine-plectin, uHTS (AID 1817); Siah-1 / rhodamine-plectin peptide fluorescence polarization; higher % means a stronger effect; displacement, % at 20 µM, or IC50 in µM where a hit was titrated; 290,000 compounds, 0.02% hits;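 active means displacement of at least 50% at 20 µM, with a fluorescence ratio check between 0.3 and a set limit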;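 further: plate controls were Siah plus tracer with DMSO for no effect and tracer alone without Siah for full effect; strong numbers were not always called active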
PMI inhibition: human PMI inhibitors, high substrate, primary screen, biochemical, fluorescence intensity, high mannose 6-phosphate (AID 1220) | one-dose inhibition, % at 20 µM; IC50 in µM for titrated hits | 190,000 compounds, 0.66% hits | recombinant PMI enzyme, coupled fluorescence intensity; higher % means a stronger effect
M17LAP inhibition: P. falciparum M17LAP inhibitors, primary screen, biochemical, fluorogenic H-Leu-NHMec substrate, 1536-well (AID 1619). recombinant M17LAP, H-Leu-NHMec fluorogenic kinetic assay; higher % means a stronger effect. inhibition, % at 30 µM, or IC50 in µM where a hit was titrated. 220,000 compounds, 0.38% hits;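 active means compound inhibiting the enzyme by more than half at any dose during confirmatory dose-response retesting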;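 further: plate controls were full reaction with DMSO carrier for no effect and no enzyme background for full effect; strong numbers were not always called active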
P. falciparum M1AAP: P. falciparum M1AAP inhibitors, biochemical, fluorogenic H-Leu-NHMec substrate, 1536-well (AID 1445); 220,000 compounds, 0.42% hits; inhibition, % at 30 µM; hits with a dose series show IC50 in µM; recombinant M1AAP, H-Leu-NHMec fluorogenic kinetic assay; higher % means a stronger effect;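 active means primary inhibition above the hit cutoff, then over 50% inhibition at one or more dose response concentrations, cut at about 23% in these data, passing the limit was not always enough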;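 further: plate controls were DMSO full reaction for no effect and no enzyme background for full effect; strong numbers were not always called active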
LYP phosphatase: PTPN22 lymphoid phosphatase activity blockers – biochemical, fluorescence intensity, uHTS (AID 1779); inhibition, % at 11.5 µM; hits with a dose series show IC50 in µM; recombinant LYP phosphatase, fluorescence intensity; higher % means a stronger effect; 290,000 compounds, 0.054% hits;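 further: plate controls were vehicle with enzyme for no effect and no enzyme for full effect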
XIAP antagonists: small molecules displacing peptide from XIAP – biochemical, IAP family, fluorescence polarization (AID 1018); XIAP BIR domain, fluorescence polarization peptide displacement; higher % means a stronger effect; displacement, % at 20 µM, or IC50 in µM where a hit was titrated; 200,000 compounds, 0.007% hits; in the data active means displacement above about 50%; further: a part of the inactive calls stands beside numbers as strong as those of hits
Dynein transport cytoplasmic EGFP: also measured in Dynein transport; calls as there; z-score; measured here: cytoplasmic GR-EGFP intensity; stronger effect = higher value
Dynein transport nuclear GR-EGFP: also measured in Dynein transport; calls as there; z-score; measured here: nuclear GR-EGFP intensity;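 lower value marks the stronger effect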
Dynein transport cell count: second read-out of Dynein transport, no call of its own (marks repeat the call); z-score; measured here: cell count per field
* hit, by the source's call; · = no result given. Unless noted, no stated cut-off is given here; in the data, active means inhibition above about 50%; inactive means the rest.

cpd | Dynein transport | Dynein transport cytoplasmic EGFP | Dynein transport nuclear GR-EGFP | Dynein transport cell count | PMI inhibitors | AID2073 | SIAH1 antagonists | PMI inhibition | M17LAP inhibition | P. falciparum M1AAP | LYP phosphatase | XIAP antagonists | structure
1 | -1 | 2.1 | -0.059 | -0.24 | 7% | -4% | 0% | 13% | 16% | 3% | 3% | -1.5% | O=C(O)C1CCCCC1C(=O)Nc1nccs1 (stereo unspecified)
2 | -0.19 | -0.016 | -0.19 | -0.47 | -4% | -6% | 4% | -4% | 3% | 7% | -7% | -7.0% | CC(=O)/C(N=Nc1ccc(SC(F)F)cc1)=C(\C)O
3 | -0.037 | -0.24 | 0.11 | 0.33 | 6% | -10% | 3% | 0% | 3% | 4% | -2% | -3.6% | CCOC(=O)c1ccc(N2C(=O)CC(NC3CCN(C(=O)c4cccc(Cl)c4)CC3)C2=O)cc1 (stereo unspecified)
4 | 0.11 | -0.2 | -0.06 | -0.52 | · | -3% | 12% | · | 3% | 1% | -9% | · | COc1ccc(NC(=O)Nc2ccc3nonc3c2)cc1
5 | -0.61 | -0.33 | 0.014 | 0.95 | 1% | -3% | 0% | -4% | 2% | 3% | 0% | -5.7% | Cn1c(SCc2ccccc2)nc2ccsc2c1=O
6 | -0.099 | -0.22 | 0.12 | 0.26 | -12% | 8% | -2% | -8% | 18% | 14% | 2% | -4.7% | O=c1ccc(=O)n2n1CC(O)C2
7 | 0.088 | 0.31 | -0.16 | -1.3 | 11% | 20% | 0% | 11% | 0% | 5% | 5% | -14% | Cc1ccc(NC(=O)CSc2ncnc3ccccc23)cc1S(=O)(=O)N1CCCCCC1
8 | -0.49 | -0.25 | -0.49 | 1.2 | -2% | -1% | 3% | 1% | 12% | 4% | 5% | -1.2% | CCN(CC)CCNc1ccc2nnc(CCNS(=O)(=O)c3ccc(C)cc3)n2n1
9 | 0.27 | -0.16 | -0.26 | 0.34 | · | 8% | 3% | · | -5% | 4% | -5% | · | CCOc1ccc(Nc2nc(N)nc(CSC(=S)N3CCOCC3)n2)cc1
10 | -0.088 | -0.25 | 0.38 | 1.2 | -2% | 6% | 5% | 1% | 11% | 2% | -6% | -4.7% | O=C(COc1ncnc2ccccc12)N1CCN(C(=O)c2ccco2)CC1

By substructure, those above with a carbonyl joined to an NH by a bond outside any ring.
cpd | Dynein transport | Dynein transport cytoplasmic EGFP | Dynein transport nuclear GR-EGFP | Dynein transport cell count | PMI inhibitors | AID2073 | SIAH1 antagonists | PMI inhibition | M17LAP inhibition | P. falciparum M1AAP | LYP phosphatase | XIAP antagonists | structure
1 | -1 | 2.1 | -0.059 | -0.24 | 7% | -4% | 0% | 13% | 16% | 3% | 3% | -1.5% | O=C(O)C1CCCCC1C(=O)Nc1nccs1 (stereo unspecified)
4 | 0.11 | -0.2 | -0.06 | -0.52 | · | -3% | 12% | · | 3% | 1% | -9% | · | COc1ccc(NC(=O)Nc2ccc3nonc3c2)cc1
7 | 0.088 | 0.31 | -0.16 | -1.3 | 11% | 20% | 0% | 11% | 0% | 5% | 5% | -14% | Cc1ccc(NC(=O)CSc2ncnc3ccccc23)cc1S(=O)(=O)N1CCCCCC1

Later entries
cpd | Dynein transport | Dynein transport cytoplasmic EGFP | Dynein transport nuclear GR-EGFP | Dynein transport cell count | PMI inhibitors | AID2073 | SIAH1 antagonists | PMI inhibition | M17LAP inhibition | P. falciparum M1AAP | LYP phosphatase | XIAP antagonists | structure
11 | -0.24 | -0.28 | -0.12 | 0.61 | 18% | 29% | 12% | 38% | 6% | 11% | 3% | -2.9% | Cc1ccc(O)c(C(=O)c2cc(C#N)c3nc4ccccc4n3c2)c1
12 | 2.7 | -0.14 | 1.7 | -1.5 | 0% | 5% | -2% | -3% | 3% | 6% | -3% | -1.3% | O=C(NCc1cccnc1)c1ccc(NC(=O)c2ccco2)cc1
13 | -0.41 | -0.2 | -0.46 | -0.041 | 7% | 12% | 2% | -3% | -6% | 4% | -8% | -11% | COc1ccc(/C=N/OCC(=O)NCc2cccs2)c(OC)c1
14 | 1 | -0.12 | 0.51 | -1.9 | · | -6% | 4% | · | 28% | 15% | 0% | · | O=C1CCCC/C1=C\Nc1ccc(S(=O)(=O)Nc2cnc3ccccc3n2)cc1
15 | 1.2 | -0.2 | 0.15 | 0.2 | · | -9% | 5% | · | 1% | 3% | 1% | · | CC(=O)C1=C(Nc2ccccc2)CC(C)(O)C(C(C)=O)C1c1ccccc1 (stereo unspecified)
16 | -0.29 | -0.23 | -0.16 | 0.028 | 1% | -2% | 6% | -1% | 8% | -1% | -8% | -5.4% | Cc1cc(C)cc(N(C(=O)c2ccc(Br)o2)C2C=CS(=O)(=O)C2)c1 (stereo unspecified)
17 | -0.71 | -0.28 | -0.22 | 0.87 | · | 4% | 8% | · | 15% | 3% | -2% | · | O=C(COc1ncnc2ccccc12)Nc1cc([N+](=O)[O-])ccc1F
18 | -0.24 | -0.24 | 0.17 | 0.044 | 1% | 2% | 10% | -8% | -74% | 9% | 0% | -2.1% | COc1ccc(-c2ncccc2OC(=O)C23CC4CC(CC(C4)C2)C3)cc1OC
19 | 0.45 | -0.29 | -0.19 | 0.037 | -1% | 13% | -7% | -7% | -6% | 2% | -3% | -3.3% | Cc1ccc(Nc2nnc(SCC(=O)Nc3ncc(S(=O)(=O)c4ccc([N+](=O)[O-])cc4)s3)s2)cc1
20 | -0.41 | 0.049 | -0.032 | 0.42 | 0% | 2% | 2% | -2% | -1% | 1% | -1% | 0.2% | CCOC(=O)N1CCN(S(=O)(=O)c2ccc3c(c2)SCC(=O)N3)CC1

Overlap with the part before: two entries, then new ones.
cpd | Dynein transport | Dynein transport cytoplasmic EGFP | Dynein transport nuclear GR-EGFP | Dynein transport cell count | PMI inhibitors | AID2073 | SIAH1 antagonists | PMI inhibition | M17LAP inhibition | P. falciparum M1AAP | LYP phosphatase | XIAP antagonists | structure
19 | 0.45 | -0.29 | -0.19 | 0.037 | -1% | 13% | -7% | -7% | -6% | 2% | -3% | -3.3% | Cc1ccc(Nc2nnc(SCC(=O)Nc3ncc(S(=O)(=O)c4ccc([N+](=O)[O-])cc4)s3)s2)cc1
20 | -0.41 | 0.049 | -0.032 | 0.42 | 0% | 2% | 2% | -2% | -1% | 1% | -1% | 0.2% | CCOC(=O)N1CCN(S(=O)(=O)c2ccc3c(c2)SCC(=O)N3)CC1
21 | -0.0053 | -0.023 | 0.25 | 1.1 | 22% | 4% | 4% | 16% | 7% | -2% | 2% | -7.2% | Cc1ccc(C(=O)COc2cccc(NC(=O)c3ccco3)c2)cc1
22 | -0.27 | -0.26 | -0.17 | 0.29 | 2% | -7% | -5% | -4% | 5% | 2% | -8% | -6.5% | CCOC(=O)Cc1csc(SCC(=O)NC2CCCC(C)C2C)n1 (stereo unspecified)
23 | 1.6 | -0.25 | 1.2 | -1.3 | 6% | 5% | 4% | 4% | 12% | 0% | 6% | -12% | Cc1ccc(OCCN2C(=O)c3ccccc3C2=O)c(C)c1
24 | · | · | · | · | 13% | 30% | 5% | 14% | 4% | 2% | 0% | -1.5% | Cc1cc(C)c(S(=O)(=O)c2c(C)cccc2C)c(OCC(C)C)n1
25 | 0.69 | -0.2 | 0.083 | -0.46 | 0% | 36% | -1% | 1% | -5% | 1% | 1% | -0.5% | Cc1n[nH]c(C)c1S(=O)(=O)N1CCOCC1
26 | -0.59 | -0.12 | -0.13 | -0.049 | 18% | 34% | 2% | 12% | 5% | 3% | -3% | -5.5% | Cc1ccc(NC(=S)NC2CC3CCC(C2)N3Cc2ccco2)c(C)c1 (stereo unspecified)
27 | -1 | -0.03 | -0.5 | 0.75 | 5% | -1% | -2% | -1% | 10% | 1% | 3% | 0.0% | C/C(NCc1ccccc1)=C(\C#N)C(=O)NCc1ccccc1
28 | -0.47 | -0.32 | -0.3 | 1.9 | -1% | -3% | -3% | 6% | 5% | 6% | -10% | -7.7% | O=C(Cc1ccc(Cl)cc1)NC1CC1
29 | 0.12 | -0.24 | 0.45 | -0.35 | 20% | -4% | -4% | 10% | -6% | 0% | -4% | -10% | N#CCCN(C(=O)COC(=O)c1ccc(CNS(=O)(=O)c2ccc(F)c(Cl)c2)cc1)c1ccc(F)cc1
30 | 0.43 | -0.19 | 0.25 | 0.91 | 17% | 0% | 3% | 12% | 1% | -3% | 9% | 1.9% | Cc1ccc(Nc2nc(N)nc(CN3CCN(Cc4ccc5c(c4)OCO5)CC3)n2)cc1
31 | -0.065 | -0.34 | 0.015 | 0.57 | 21% | 13% | 0% | 13% | -4% | 12% | -6% | -3.2% | Nc1cc(-c2ccc(Br)cc2)nn1Cc1ccccc1
32 | 0.53 | -0.31 | -0.15 | -0.22 | -2% | 46% | 2% | -2% | 3% | 9% | 12% | -3.9% | COc1ccc(-n2cc(C(=O)Nc3cc([N+](=O)[O-])ccc3OC)c3ccccc3c2=O)cc1
33 | 0.65 | -0.2 | 0.28 | -0.5 | 0% | 11% | -6% | -6% | 30% | 16% | -2% | -1.0% | Nc1ccccc1-c1nnc(SCc2ccccc2F)[nH]c1=O
34 | 0.35 | -0.25 | 0.59 | -0.36 | · | 6% | 0% | · | 7% | -1% | -8% | · | NC1=NC(c2ccc(Cl)cc2)C(C(=O)c2ccccc2)N1 (stereo unspecified)
35 | 1.5 | -0.11 | 2 | -1.2 | 13% | -8% | -2% | 14% | 2% | 1% | 1% | -0.9% | COc1ccccc1C(c1nnnn1C(C)(C)C)N1CCCc2ccccc21 (stereo unspecified)
36 | 1.2 | -0.26 | -0.26 | -0.048 | 5% | 3% | -1% | 9% | -1% | 4% | 5% | -2.5% | CCCCC(NC(=O)c1ccccc1)C(=O)OCC(=O)N1c2ccccc2Sc2ccccc21 (stereo unspecified)
